Screens: PubChem BioAssay, Johns Hopkins Ion Channel Center
MrgX1 allo act: human MrgX1 positive allosteric modulation, primary screen. Q96LB2. MrgX1-HEK293, Fluo-4 calcium flux, FDSS; stronger effect = higher value. B-score at 10 µM. hit rate 0.63% among 310,000;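 active means plate-corrected calcium response at least 3 library SD above typical, normal starting fluorescence, not activating the receptor alone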;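 further: compound read alongside a low EC10 to EC30 dose of BAM8-22 agonist; peak minus trough fluorescence over baseline measured at the second addition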
ANO1 activ: mouse TMEM16A channel activation, primary screen. B-score at 10 µM. Q8BHY3. HEK293 TMEM16A/YFP-H148Q/I152L, iodide quench fluorescence; stronger effect = lower value. AID 623877. hit rate 0.3% among 340,000;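 active means fluorescence-ratio B-score plate-corrected deviation score at least 3 library SD below zero, with starting fluorescence score within 5 deviations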;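 further: channel opened by trigger with iodide after compound preincubation; score built on the fluorescence ratio of max minus min over baseline; more negative score means more quench and so TMEM16A activation or potentiation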
TRPC6 act: mouse TRPC6 channel activation; B-score at 10 µM; hit rate 0.13% among 310,000; Q61143; HEK293-TRPC6 membrane potential dye fluorescence; stronger effect = higher value;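 active means B-score of the integrated fluorescence ratio above library mean plus 3 SD, and starting fluorescence ratio within library mean plus 5 SD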;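 further: higher score means more depolarization so channel activation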
Target sequence (Q61143 whole entry, looked up): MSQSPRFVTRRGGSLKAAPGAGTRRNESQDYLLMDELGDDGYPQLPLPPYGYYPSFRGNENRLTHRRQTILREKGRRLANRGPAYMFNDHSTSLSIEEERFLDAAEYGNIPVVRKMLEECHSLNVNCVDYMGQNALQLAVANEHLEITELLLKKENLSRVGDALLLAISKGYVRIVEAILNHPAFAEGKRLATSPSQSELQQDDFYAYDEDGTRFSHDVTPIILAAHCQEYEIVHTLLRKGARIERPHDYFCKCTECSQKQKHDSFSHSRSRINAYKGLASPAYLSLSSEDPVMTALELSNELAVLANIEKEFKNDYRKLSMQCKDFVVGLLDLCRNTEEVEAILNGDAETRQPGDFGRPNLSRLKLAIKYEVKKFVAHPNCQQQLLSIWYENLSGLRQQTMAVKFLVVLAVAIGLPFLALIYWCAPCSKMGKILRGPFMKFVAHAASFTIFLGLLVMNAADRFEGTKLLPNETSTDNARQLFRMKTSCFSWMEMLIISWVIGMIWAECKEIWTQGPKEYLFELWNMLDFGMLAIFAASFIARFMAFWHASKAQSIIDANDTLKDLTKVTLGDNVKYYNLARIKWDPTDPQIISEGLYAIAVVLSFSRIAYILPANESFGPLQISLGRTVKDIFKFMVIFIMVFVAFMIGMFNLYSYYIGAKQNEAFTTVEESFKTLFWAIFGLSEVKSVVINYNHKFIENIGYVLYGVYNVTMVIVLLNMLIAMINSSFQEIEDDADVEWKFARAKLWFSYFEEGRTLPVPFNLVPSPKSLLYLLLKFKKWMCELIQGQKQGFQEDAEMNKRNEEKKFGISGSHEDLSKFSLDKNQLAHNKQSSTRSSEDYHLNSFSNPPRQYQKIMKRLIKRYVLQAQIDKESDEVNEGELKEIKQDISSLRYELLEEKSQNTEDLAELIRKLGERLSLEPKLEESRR
TRPC4 block: blocks the mouse TRPC4 cation channel; Q9QUQ5; hit rate 0.39% among 300,000; B-score at 10 µM; HEK293 TRPC4beta/mu-opioid, DAMGO-evoked Fluo4 calcium flux; stronger effect = lower value;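 active means B-score over 3 SD under the library average, no early fluorescence shift, positive overall ratio signal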
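Signal: kinetic Fluo4 fluorescence imaging of calcium influx. Material: stable TRPC4beta/mu-opioid receptor HEK293 cells. Probe or stimulus: DAMGO in two steps, submaximal then maximal.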
TMEM16A inh: mouse TMEM16A channel inhibition, primary screen; Q8BHY3; HEK293 TMEM16A/YFP iodide influx fluorescence, ionomycin; normalized B-score (activity score, 25-100; higher = stronger inhibition) at 10 µM; hit rate 1.2% among 310,000;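 active means ratio plate-corrected score three or more library SD toward inhibition, starting fluorescence score within five deviations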;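 further: score derived from kinetic fluorescence span divided by baseline fluorescence per well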
TRPC4 PAM: allosteric potentiators of mouse TRPC4 channel | Q9QUQ5 | B-score at 10 µM | hit rate 0.42% among 310,000 | HEK293 TRPC4beta/mu-opioid, DAMGO EC20, Fluo-4 Ca2+ flux; stronger effect = higher value;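 active means B-score of calcium response area above 5 SD of library B-scores, with initial fluorescence ratio within 5 SD of library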;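 further: B-score of integrated fluorescence ratio over time as area under calcium response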
TRPC4 act: TRPC4 (mouse) channel activation | Q9QUQ5 | HEK293 TRPC4beta/mu-opioid, Fluo4 calcium fluorescence; stronger effect = higher value | B-score at 10 µM | hit rate 0.49% among 310,000 | AID 2237;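 active means B-score above 5 SD of library B-scores, and initial fluorescence ratio not above library mean plus 5 SD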;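 further: positive B-score marks a calcium rise read as TRPC4 activation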
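system = HEK293 cells stably co-expressing mouse TRPC4beta and mu-opioid receptor | schedule = Fluo4 dye loading 45 min at room temperature, 110 s recording | measure = B-scored integrated calcium fluorescence ratio | signal = Fluo4 calcium-sensitive dye fluorescence, kinetic, 1 Hz baseline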
MrgX1 antagonist: blocks BAM8-22 activation of human MrgX1 receptor; Q96LB2; MRGX1-HEK293 calcium flux, Fluo-4, BAM8-22 antagonism; stronger effect = lower value; B-score at 10 µM; hit rate 1.3% among 310,000;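 active means calcium-response B-score plate-corrected more than 3 library SD below zero, starting fluorescence within 5 deviations, no agonist response on first addition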;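 further: peak minus trough fluorescence over baseline after final BAM8-22 challenge near maximal dose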
TRPC6 inh: mouse TRPC6 channel inhibition | Q61143 | HEK293-TRPC6, membrane potential dye, ACh-evoked depolarization; stronger effect = lower value | B-score at 10 µM | hit rate 1.1% among 310,000 | AID 2553;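 active means B-score under library mean minus 3 SD, initial fluorescence not abnormally high, positive integrated signal ratio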;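 further: B-score derived from integrated fluorescence ratio over the kinetic read; more negative B-score means stronger inhibition of depolarization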
RGS4 inh: human RGS4 inhibition. P49798. HEK293 M3R/RGS4 inducible, Fluo-4 calcium flux; stronger effect = higher value; triggered by carbachol at its EC20. B-score at 10 µM. hit rate 0.45% among 310,000. AID 463165;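 active means B-score, a plate-corrected calcium signal, over three deviations above library mean, with baseline fluorescence within five deviations of library mean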;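 further: RGS4 expression induced by doxycycline in cells with stable M3 receptor; B-score is computed from the integrated fluorescence ratio over baseline after carbachol; higher B-score means a larger calcium signal and so more RGS4 inhibition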
MrgX1 ag: activates human MrgX1 receptor signaling | Q96LB2 | MrgX1-HEK293 cells, Fluo-4 calcium fluorescence, agonist mode; stronger effect = higher value | B-score at 10 µM | hit rate 0.44% among 310,000 | AID 588627;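 active means calcium response B-score plate-corrected fluorescence ratio at least 3 library SD, with starting fluorescence B-score inside 5 SD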
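Material: HEK293 cells stably expressing human MrgX1 receptor | Quantity: 15,000 cells per well | Times: Cells plated overnight, dye loaded 0.5 h 37 °C, 0.5 h room temperature | Measured by: Kinetic Fluo-4 NW fluorescence of intracellular calcium | Control set: Positive and negative controls per plate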
* marks the source's active call; other numbers are inactive results; i = inactive; . = no result given.

cpd	canonical_smiles	MrgX1 allo act	ANO1 activ	TRPC6 act	TRPC4 block	TMEM16A inh	TRPC4 PAM	TRPC4 act	MrgX1 antagonist	TRPC6 inh	RGS4 inh	MrgX1 ag
1	COc1cccc(OC)c1C(=O)Nc1cccc2c1CCCC2	i	i	i	i	i	i	i	i	i	i	i
2	Cc1ccc(N2CN(Cc3cccnc3)CNC2=S)c(C)c1	i	i	i	i	i	i	i	i	i	i	i
3	CCOc1ccc(-n2c(=S)sc3c(=O)n(-c4ccccc4)c(SCC(=O)O)nc32)cc1	i	i	i	i	i	i	i	i	i	i	i
4	Cc1c(=O)n(OCc2cccc(F)c2)c2ccccc2[n+]1[O-]	i	i	i	i	i	i	i	i	i	i	i
5	CCN1CC(O)=C(c2nc3ccccc3s2)C1=N	i	i	i	i	i	i	i	i	i	i	i
6	COc1cccc(C(=O)Nc2cccc(OCC(=O)c3ccccc3)c2)c1	i	i	i	i	i	i	i	i	i	i	i
7	O=C(NCc1ccco1)c1ccc2ccccc2n1	i	i	i	i	i	i	i	i	-5.1*	i	i
8	CCCc1nnc(NC(=O)CCC(=O)N2CCN(Cc3cc(F)ccc3OC)CC2)s1	i	i	i	i	i	i	i	i	i	i	i
9	O=[N+]([O-])c1cc(-c2nc(-c3ccncc3)no2)ccc1Cl	i	i	i	i	i	i	i	i	i	i	i
10	O=C(CCCC(=O)OCC(=O)c1ccc(Cl)cc1Cl)Nc1cc(C(F)(F)F)ccc1Cl	i	i	i	i	i	i	i	i	i	i	i
11	CCOC(=O)N1CCN(C(=S)NC(=O)C23CC4CC(CC(C4)C2)C3)CC1	i	i	i	i	i	i	i	i	-5*	i	i
12	CCCc1cc(=O)oc2cc(C)cc(OC(C)C(=O)NCCCn3ccnc3)c12 (configuration not stated)	i	i	i	i	i	i	i	i	i	i	i
13	C(=N\Nc1nncc2ccccc12)/c1ccccc1	i	i	i	i	i	i	i	i	i	i	i
14	COC(=O)N/N=C/c1ccc(OC(=O)/C=C/c2ccco2)cc1	i	i	i	i	i	i	i	i	i	i	i
15	CCCCCCn1c(SCCN2CCOCC2)nc2c1c(=O)[nH]c(=O)n2C	i	i	i	i	i	i	i	i	i	i	i
16	CC(=O)c1ccc(N2CCN(C(=O)c3ccc(NC4=NC5CS(=O)(=O)CC5S4)cc3)CC2)cc1 (configuration not stated)	i	i	i	i	i	i	i	i	i	i	i
17	COc1ccc(Cn2c(CCC(=O)Nc3ccc(C)cc3)nc3cccnc32)cc1	i	i	i	i	i	i	i	i	i	i	i
18	CCCCc1ccc(NC(=S)NCC2CCCO2)cc1 (configuration not stated)	i	i	i	i	i	i	i	i	i	i	i
19	O=C(Cn1nnc(-c2ccccc2)n1)N/N=C/c1ccc(-c2ccc(Cl)cc2)o1	i	i	i	i	i	i	i	i	i	i	i
20	CCC(C(=O)NCCC1=CCCCC1)c1ccccc1 (configuration not stated)	i	i	i	i	i	i	i	i	i	i	i
21	COc1cccc(NC(=O)CN2C(=O)COc3ccc(Cl)cc32)c1	7.7*	i	i	i	i	i	i	i	i	i	i
22	CC[C@@]12C(=O)N(c3ccc(OC)cc3)C(=O)N1[C@H](c1cccc(C)c1)[C@@H]1C(=O)N(Cc3ccccc3)C(=O)[C@@H]12	i	i	i	i	i	i	i	i	i	i	i
23	O=C(CCCSc1nnc(SCCCC(=O)c2ccc(F)cc2)s1)c1ccc(F)cc1	i	i	i	i	25*	i	i	i	i	i	i
24	CCOc1ccc(C2NC(=O)NC(c3ccccc3)=C2C(C)=O)cc1OC (configuration not stated)	i	i	i	i	i	i	i	i	i	i	i
25	COc1cc(C2/C(=C(\O)c3ccc4c(c3)OCCO4)C(=O)C(=O)N2Cc2ccco2)ccc1O (configuration not stated)	i	i	i	i	i	i	i	i	i	i	i
26	CCNC(=S)N/N=C(\C)c1ccc2c(c1)OCCO2	i	i	i	i	i	i	i	-6.5*	i	i	i
27	Cn1c(=O)n(Cc2ccccc2F)c(=O)c2c1nc1n2CCN1Cc1ccco1	i	i	i	i	i	i	i	i	i	i	i
28	Cc1nc(NCCO)c2nnn(Cc3ccccc3F)c2n1	i	i	i	i	i	i	i	i	i	i	i
29	CC(C)c1ccc(-c2nnn(CCC(=O)O)n2)cc1	i	i	i	i	i	i	i	i	i	i	i
30	O=S(=O)(NCCN1CCOCC1)c1cc(Cl)c(Cl)cc1Cl	i	i	i	i	i	i	i	i	i	i	i
31	Cc1ccc(C(=O)N/C(=C\c2ccco2)C(=O)NCCc2c[nH]c3ccccc23)cc1	i	i	i	i	i	i	i	i	i	i	i
32	COc1ccc(NC(=O)CSc2nnc(Cc3ccc(C)cc3)c(=O)n2N)cc1	i	i	i	i	i	i	i	i	i	i	i
33	NC(=O)c1nsc(C(=O)N(CC(=O)NC2CCCC2)c2ccc(F)c(Cl)c2)c1N	i	i	i	i	i	i	i	i	i	i	i
34	CCOc1ccc(N2C(=O)CC(C(C)c3ccccc3)C2=O)cc1 (configuration not stated)	i	i	i	i	i	i	i	i	i	i	i
35	Nc1c(SCCC(=O)O)ccc2c1C(=O)c1ccccc1C2=O	i	-5.3*	i	i	i	i	i	i	i	i	i
36	CN(C)CCCNC1CS(=O)(=O)CC1O (configuration not stated)	i	i	i	i	i	i	i	i	-7.2*	i	i
37	O=C(Cc1c(C(=O)O)[nH]c2ccccc12)NCCN1CCN(c2cccc(Cl)c2)CC1	i	i	.	.	i	.	.	i	.	.	i
38	O=C(NN1C(=O)C2C3C=CC(C4CC34)C2C1=O)c1ccc(Br)cc1 (configuration not stated)	i	i	i	i	i	i	i	i	i	i	i
39	CC(=O)c1cccc(NC(=O)CN(C)S(=O)(=O)c2ccccc2)c1	i	i	i	i	i	i	i	i	i	i	i
40	Cc1ccc(NCC(=O)N/N=C\c2ccc([N+](=O)[O-])o2)cc1	i	i	i	i	i	i	i	i	i	i	i
41	Cc1cc(-c2nn(-c3ccccc3F)cc2CN2CCC(O)CC2)c(C)s1	i	i	i	i	i	i	i	i	i	i	i
42	CC(C)c1ccc(S(=O)(=O)N2CCN(C(C)C(=O)Nc3ccccc3-c3ccccc3)CC2)cc1 (configuration not stated)	i	i	i	i	i	i	i	i	i	i	i
43	CN(c1ccc(OCC(=O)OCC(=O)Nc2ccc(Br)cc2)cc1)S(=O)(=O)c1cccs1	i	i	i	i	i	i	i	i	i	i	i
44	c1ccc2nc(N3CCCC3)c(N3CCCC3)nc2c1	i	i	i	i	i	i	i	i	i	i	i
45	O=C(OCc1nc2ccc(Cl)cc2n1CCO)c1ccc2c(c1)OCO2	i	i	i	i	i	i	i	i	i	i	i
46	Cc1nn(Cc2ccc(F)cc2Cl)c(C)c1[N+](=O)[O-]	i	i	i	i	i	i	i	i	i	i	i
47	COc1ccc2c(c1)N(C)C(=O)CC(c1ccccc1)=N2	i	i	i	i	i	i	i	i	i	i	i
48	Cc1nc2ccccn2c1C(=O)N=Nc1c(O)n(CCC(C)C)c2ccccc12	i	i	i	i	i	i	i	i	i	i	i
49	N#C/C(=C\c1ccc(F)cc1)C(=O)NC1CCS(=O)(=O)C1 (configuration not stated)	i	i	i	i	i	i	i	i	i	i	i
50	O=C(Cn1c(=O)n(CC2CCCO2)c(=O)c2ccccc21)N1CCN(c2ccccc2)CC1 (configuration not stated)	i	i	i	i	i	i	i	i	i	i	i
51	O=C1[C@@H]2Cc3c([nH]c4ccccc34)CN2C(=O)CN1CCO	i	i	i	i	i	i	i	i	i	i	i
52	CC(C)(C)NC(=O)c1cccc(NC(=O)c2cccc(O)c2)c1	i	i	i	i	i	i	i	i	i	i	i
53	Cc1nnnn1/C(=C\c1ccccc1)C(=O)OCC(=O)N1CC2(C)CC1CC(C)(C)C2 (configuration not stated)	i	i	i	i	i	i	i	i	i	i	i
54	CCN1C(=O)/C(=c2\s/c(=C3\Sc4ccccc4N3C)c(=O)n2C)N(C)C1=S	i	.	i	i	i	i	i	i	i	i	i
55	O=C(NCc1ccco1)c1cc2nc(-c3cccs3)cc(C(F)(F)F)n2n1	i	i	i	i	i	i	i	i	i	i	i
56	CCCC1C(c2ccccc2)C(C#N)(C#N)C2(C#N)CC1(N)NC2=O (configuration not stated)	i	i	i	i	i	i	i	i	i	i	i
57	COc1ccc(/C=C2\CCC(C3CCCC3)C2=O)c(OC)c1 (configuration not stated)	i	i	i	i	i	i	i	i	i	i	i
58	Cc1cc(C)n(C(C)CNS(=O)(=O)c2ccccc2)n1 (configuration not stated)	i	i	i	i	i	i	i	i	i	i	i
59	COc1ccc(OC)c(NC(=O)CC2SC(=NCc3ccccc3)NC2=O)c1 (configuration not stated)	i	i	i	i	i	i	i	i	i	i	i
60	Nc1nonc1-c1noc(N2CCOCC2)n1	i	i	i	i	i	i	i	i	i	i	i

Further entries.
cpd	canonical_smiles	MrgX1 allo act	ANO1 activ	TRPC6 act	TRPC4 block	TMEM16A inh	TRPC4 PAM	TRPC4 act	MrgX1 antagonist	TRPC6 inh	RGS4 inh	MrgX1 ag
61	Cc1ccccc1C(=O)N1CCc2cc(-c3nc(NC(=O)Cc4ccc5c(c4)OCO5)sc3C)ccc21	i	i	i	i	i	i	i	i	i	i	i
62	Cc1cccc2nc(-c3ccco3)c(Nc3ccccc3)n12	i	i	i	i	i	i	i	i	i	i	i
63	O=C(OC(C(=O)NCc1ccc2c(c1)OCO2)c1ccncc1)c1ccc(Cl)nc1 (configuration not stated)	i	i	i	i	i	i	i	i	i	i	i
64	C=CCSc1nnc(NC(=O)CSc2nnc(C)s2)s1	i	i	i	i	i	i	i	i	i	i	i
65	O=C(CNC(=O)c1ccc(Cl)cc1Cl)NCCCn1ccnc1	i	i	i	i	i	i	i	i	i	i	i
66	O=C1CC(SCc2nc3ccccc3[nH]2)C(=O)N1c1ccc(F)cc1 (configuration not stated)	i	i	i	i	i	i	i	i	i	i	i
